EPAC1 agonist – qHTS for Agonist of cAMP-regulated guanine nucleotide exchange factor 3 (EPAC1): primary screen | Rap guanine nucleotide exchange factor 3 (Homo sapiens), O95398 | EPAC1 agonist qHTS, biochemical assay; response scale: 100% = response to 6.5 mM cAMP | Potency, µM (top dose mostly 154 µM), inactives show at the top dose activation, usual class: activators | hit rate 0.073% among 360,000 | AID 720707, 2013; also: potency is read from the fitted curve at half-maximal effect; nearly all actives have a fitted effect of over 60% in size
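Multi-concentration qHTS readout: loss of Rap1B-bound BODIPY-GDP fluorescence driven by 100 nM EPAC1 with excess GDP (50 uM), monitored kinetically at room temperature; agonist response expressed relative to 6.5 mM cAMP.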
EPAC1 antagonist – qHTS for Antagonist of cAMP-regulated guanine nucleotide exchange factor 3 (EPAC1): primary screen; Rap guanine nucleotide exchange factor 3 (Homo sapiens), O95398; EPAC1 GEF assay, Rap1b-BODIPY-GDP exchange fluorescence; Potency, µM (highest dose often 115 µM), for inactives: at the top dose activity change, negative = inhibition, most hits filed as inhibitors; hit rate 0.14% among 360,000; AID 720709, 2013;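 also: potency is read from the fitted curve at half-maximal effect; plate controls were vehicle for no effect and positive control for full effect; nearly all actives have a fitted effect of over 50% in size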
PLK1 PBD block – qHTS for Inhibitors of PLK1-PDB (polo-like kinase 1 - polo-box domain): Primary Screen; Serine/threonine-protein kinase PLK1 (Homo sapiens), P53350; Plk1 PBD binding of FITC phosphopeptide, fluorescence polarization; Potency, µM, without a hit: max response, negative = inhibition, usual class: inhibitors; hit rate 2.8% among 360,000; also: potency is read from the fitted curve at half-maximal effect; series mostly up to about 57 µM; % is scaled to controls: 0 for no effect and ±100 for the full control effect; nearly all actives have a fitted effect of over 65% in size
EPAC2 ag – qHTS for Agonist of cAMP-regulated guanine nucleotide exchange factor 4 (EPAC2): primary screen. Rap guanine nucleotide exchange factor 4 (Homo sapiens), Q8WZA2. EPAC2 activation, biochemical qHTS; response scale: 100% = 6.5 mM cAMP response. hit rate 0.079% among 360,000. Potency, µM (highest dose often 154 µM), for the others: at the top dose activation, usual class: activators; also: potency is read from the fitted curve at half-maximal effect; nearly all actives have a fitted effect of over 50% in size
Target sequence (Q8WZA2 whole entry, looked up): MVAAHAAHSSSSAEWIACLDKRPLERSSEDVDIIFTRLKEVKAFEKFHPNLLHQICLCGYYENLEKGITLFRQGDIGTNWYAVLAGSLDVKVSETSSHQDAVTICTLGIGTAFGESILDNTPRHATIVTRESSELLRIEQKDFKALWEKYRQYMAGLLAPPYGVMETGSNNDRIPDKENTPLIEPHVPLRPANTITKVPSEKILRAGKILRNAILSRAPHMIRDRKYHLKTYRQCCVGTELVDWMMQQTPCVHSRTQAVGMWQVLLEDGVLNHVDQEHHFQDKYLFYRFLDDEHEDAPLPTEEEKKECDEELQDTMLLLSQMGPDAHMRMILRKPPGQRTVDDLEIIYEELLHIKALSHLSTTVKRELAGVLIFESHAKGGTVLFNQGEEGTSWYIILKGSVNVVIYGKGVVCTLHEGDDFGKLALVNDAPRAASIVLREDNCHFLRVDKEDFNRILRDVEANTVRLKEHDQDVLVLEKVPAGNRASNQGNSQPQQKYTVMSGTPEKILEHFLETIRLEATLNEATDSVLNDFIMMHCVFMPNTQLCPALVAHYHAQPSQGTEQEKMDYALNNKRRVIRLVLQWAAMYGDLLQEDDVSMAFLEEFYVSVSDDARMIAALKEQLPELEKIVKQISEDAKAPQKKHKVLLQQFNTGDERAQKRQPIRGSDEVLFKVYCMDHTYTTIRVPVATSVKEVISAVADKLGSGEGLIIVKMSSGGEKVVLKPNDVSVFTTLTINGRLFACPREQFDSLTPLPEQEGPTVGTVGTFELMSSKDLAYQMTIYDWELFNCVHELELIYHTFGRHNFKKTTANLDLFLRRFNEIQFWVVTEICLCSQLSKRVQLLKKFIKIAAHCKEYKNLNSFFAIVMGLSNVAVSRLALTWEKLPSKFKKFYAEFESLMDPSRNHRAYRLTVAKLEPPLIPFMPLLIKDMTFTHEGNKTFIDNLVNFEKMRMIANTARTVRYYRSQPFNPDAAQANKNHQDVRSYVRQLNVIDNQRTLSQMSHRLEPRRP
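Nucleotide exchange monitored as fluorescence drop when BODIPY-GDP leaves Rap1B. Reaction: 100 nM EPAC2, 250 nM RAP1B-BODIPY-GDP, 50 uM GDP, room temperature, kinetic read over 30 min. Activity expressed relative to 6.5 mM cAMP.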
WRN helicase inh – qHTS for Inhibitors of WRN Helicase; hit rate 0.46% among 360,000; WRN helicase unwinding, fluorescent forked duplex, kinetic; AID 651768, 2012; Potency, µM (titrated, usually from 114 µM), inactives show top-dose activity change, negative = inhibition, usual class: inhibitors; Bifunctional 3'-5' exonuclease/ATP-dependent helicase WRN (Homo sapiens), Q14191; also: potency is read from the fitted curve at half-maximal effect; % is scaled to controls: 0 for no effect and ±100 for the full control effect; nearly all actives have a fitted effect of over 55% in size
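Kinetic red-fluorescence monitoring (525/598 nm) tracks WRN helicase activity after 100 nM fluorophore-quencher forked duplex and 2 mM ATP are added to 20 nM enzyme pretreated 15 min at room temperature with compound.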
IL2 activator – qHTS of IL-2 Activators. AID 652025, 2013. hit rate 0.065% among 360,000. activation, % (series mostly up to about 46 µM). IL-2 activation reporter assay, cell-based qHTS; stimulated with anti-CD3/CD4/CD28 beads; in transgenic mouse T cells; in the data active = activation above about 50%; inconclusive = mostly about 30% to 49%; also: 0% is about no effect
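First, unstimulated transgenic mouse T cells were exposed to compound for 60 min. Next, anti-CD3/anti-CD4-coated beads with anti-CD28 were added. Finally, after 18 h at 37 degrees C, EGFP and DsRed were imaged.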
PI5P4Ka inh – qHTS for Inhibitors of phosphatidylinositol 5-phosphate 4-kinase (PI5P4K) | max response, % | Phosphatidylinositol 5-phosphate 4-kinase type-2 alpha (Homo sapiens), P48426 | hit rate 1.2% among 330,000 | PI5P4Kalpha enzyme, ADP-Glo luminescence, 60 min; stronger effect = lower value; active = max response of -50% or lower; inconclusive = between -30% and -50%; inactive = -30% or higher; also: value at the top dose of about 77 µM; % is scaled to controls: 0 for no effect and ±100 for the full control effect
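ADP-Glo luminescence end-point read after a 60 min room-temperature kinase reaction of PI5P4Kalpha plus substrate, initiated with ATP at 5 microM final. Buffer: 0.038 M HEPES pH 7.4, EGTA, 0.1% CHAPS, 5% DMSO.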
CCT modulator – High-Throughput Screening for Modulators of Cytosolic Chaperonin Activity; purified chaperonin ATPase assay, HTRF ADP detection, 30 min; activity change, % (test concentration not listed), hits read low; hit rate 0.3% among 360,000; in the data active = activity change below about -30%; also: % is scaled to controls: 0 for no effect and ±100 for the full control effect
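ATPase activity: ADP formed was measured by HTRF Transcreener (665/615 nm ratio) after 30 min at 37 deg C with 10 uM ATP. Compounds screened at one 76 uM concentration against 40 or 20 nM TRiC in Tris pH 7.4/KCl/MgCl2/DTT buffer.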
* marks the source's active call; other numbers are inactive results. Unless noted, calls follow the shape of the dose curve; as a rule, active = well fitted curve in the direction sought with a large enough effect; inconclusive = small, poorly fitted or top-dose-only effect, or another doubt; inactive = no such curve, though single readings can be large; an effect the other way counts as inactive or inconclusive. This is a subset, so the mix of outcomes need not match the whole.

Results for O=C(CCNC(=O)c1ccccc1)Nc1ccc(S(=O)(=O)Nc2ncccn2)cc1 ?
EPAC1 agonist: 0%; EPAC1 antagonist: -8%; PLK1 PBD block: 4%; EPAC2 ag: 1%; WRN helicase inh: 7%; IL2 activator: -0.6; PI5P4Ka inh: 2; CCT modulator: 0.6

Results for Cc1ccc(NC(=O)CNS(=O)(=O)c2ccc(F)cc2)cc1C ?
EPAC1 agonist: -2%; EPAC1 antagonist: inconclusive; PLK1 PBD block: -1%; EPAC2 ag: -2%; WRN helicase inh: -8%; IL2 activator: 9.6; PI5P4Ka inh: 8; CCT modulator: -1.2

Results for CC(C)CNS(=O)(=O)c1ccc(OCC(=O)Nc2ccc3c(c2)OCO3)c(Cl)c1 ?
EPAC1 agonist: 4%; EPAC1 antagonist: 4%; PLK1 PBD block: -7%; EPAC2 ag: -4%; WRN helicase inh: 7%; IL2 activator: -2.0; CCT modulator: -2.4

How did CCC(C)c1ccccc1NC(=O)C1CCCO1 (stereo not drawn) do in these assays?
EPAC1 agonist: 1%; EPAC1 antagonist: -18%; PLK1 PBD block: -11%; EPAC2 ag: 2%; WRN helicase inh: 0%; IL2 activator: -1.6; PI5P4Ka inh: -7; CCT modulator: -1.0

Results for COc1ccc(C2(C)NC(=O)N(CC(=O)NCCC3=CCCCC3)C2=O)cc1OC (stereo not drawn) ?
EPAC1 agonist: -3%; EPAC1 antagonist: -5%; PLK1 PBD block: -10%; EPAC2 ag: -7%; WRN helicase inh: -1%; IL2 activator: -0.2; PI5P4Ka inh: -2; CCT modulator: -4.9

How did Cc1cc(C)n(CC(=O)N/N=C/c2cccc([N+](=O)[O-])c2)n1 do in these assays?
EPAC1 agonist: 2%; EPAC1 antagonist: -10%; PLK1 PBD block: -13%; EPAC2 ag: 4%; WRN helicase inh: 0%; IL2 activator: 1.2; PI5P4Ka inh: 3; CCT modulator: -3.3

What do the screens show for `CCc1ccc(OCCCC(=O)Nc2ccc(S(N)(=O)=O)cc2)cc1`?
EPAC1 agonist: -4%; EPAC1 antagonist: -10%; PLK1 PBD block: -10%; EPAC2 ag: -6%; WRN helicase inh: -5%; IL2 activator: -0.4; PI5P4Ka inh: 1; CCT modulator: -1.2

What do the screens show for `CC(C)CNS(=O)(=O)c1cc(C(=O)OCC(=O)c2ccc3c(c2)OCCO3)c(Cl)cc1Cl`?
EPAC1 agonist: 3%; EPAC1 antagonist: -5%; PLK1 PBD block: 5%; EPAC2 ag: 3%; WRN helicase inh: -11%; IL2 activator: -1.3; PI5P4Ka inh: -4; CCT modulator: 4.5

Results for COc1ccccc1NC(=O)[C@H](COCc1ccccc1)NC(=O)OC(C)(C)C ?
EPAC1 agonist: 11%; EPAC1 antagonist: -4%; PLK1 PBD block: -12%; EPAC2 ag: 17%; WRN helicase inh: -23%; IL2 activator: -2.1; PI5P4Ka inh: 7; CCT modulator: 2.3

What do the screens show for `Cc1nc(-c2nc(-c3c(C(=O)NNC(=O)c4ccc(Cl)cc4)noc3C)cs2)cs1`?
EPAC1 agonist: -4%; EPAC1 antagonist: -21%; PLK1 PBD block: -12%; EPAC2 ag: 8%; WRN helicase inh: -35%; IL2 activator: 1.0; PI5P4Ka inh: 6; CCT modulator: -0.3

How did CN(C)S(=O)(=O)N1CCC(Oc2cccc(C(=O)NCCC3=CCCCC3)c2)CC1 do in these assays?
EPAC1 agonist: 8%; EPAC1 antagonist: -21%; PLK1 PBD block: -11%; EPAC2 ag: 16%; WRN helicase inh: -28%; IL2 activator: -5.0; PI5P4Ka inh: -4; CCT modulator: -17

Results for CCn1cc([N+](=O)[O-])c(C(=O)Nc2ccn(Cc3ccccc3F)n2)n1 ?
EPAC1 agonist: -1%; EPAC1 antagonist: 19%; PLK1 PBD block: -6%; EPAC2 ag: 3%; WRN helicase inh: -3%; IL2 activator: -2.2; CCT modulator: -5.7

What do the screens show for `Brc1ccc(-c2csc(N/N=C/c3ccc4c(c3)OCO4)n2)cc1`?
EPAC1 agonist: -5%; EPAC1 antagonist: -12%; PLK1 PBD block: -14%; EPAC2 ag: 13%; WRN helicase inh: -5%; IL2 activator: -1.4; PI5P4Ka inh: -6; CCT modulator: -50*

What do the screens show for `O=C(Nc1ccc(NC(=O)c2ccc3c(c2)OCCO3)cc1)c1ccccc1`?
EPAC1 agonist: -5%; EPAC1 antagonist: 20%; PLK1 PBD block: -6%; EPAC2 ag: 6%; WRN helicase inh: -3%; IL2 activator: 0.2; PI5P4Ka inh: -16; CCT modulator: 2.0

How did O=C(NCc1ccccc1)C1CCCN(c2ncnc3c2nc2n3CCCCC2)C1 (stereo not drawn) do in these assays?
EPAC1 agonist: 2%; EPAC1 antagonist: -11%; PLK1 PBD block: -3%; EPAC2 ag: 2%; WRN helicase inh: -7%; IL2 activator: -1.6; PI5P4Ka inh: -1; CCT modulator: -14

Results for S=C(NCCCc1cnc[nH]1)NCCCN(Cc1ccc(Cl)c(Cl)c1)c1ccc(Br)cn1 ?
EPAC1 agonist: 2%; EPAC1 antagonist: -17%; EPAC2 ag: 14%; IL2 activator: -1.0

Results for CS(=O)(=O)N(Cc1ccccc1)c1ccccc1C(=O)Nc1ccccc1C(=O)NCc1ccco1 ?
EPAC1 agonist: 4%; EPAC1 antagonist: -3%; PLK1 PBD block: -3%; EPAC2 ag: 12%; WRN helicase inh: -20%; IL2 activator: 0.7; CCT modulator: -3.5

What do the screens show for `CC1CCCCN1CCNC(=O)CCc1nnc2n(Cc3ccccc3)c(=O)c3ccccc3n12` (stereo not drawn)?
EPAC1 agonist: -2%; EPAC1 antagonist: -1%; PLK1 PBD block: -13%; EPAC2 ag: 3%; WRN helicase inh: -3%; IL2 activator: -3.0; PI5P4Ka inh: 3; CCT modulator: -0.6

Results for c1cnc2nc(-c3ccc4c(c3)OCO4)cn2c1 ?
EPAC1 agonist: 11%; EPAC1 antagonist: -6%; PLK1 PBD block: -13%; EPAC2 ag: 7%; WRN helicase inh: -3%; IL2 activator: -0.4; PI5P4Ka inh: -10; CCT modulator: -5.1

How did N#Cc1ccc(NC(=O)CSc2n[nH]c(=O)n2C2CC2)cc1 do in these assays?
EPAC1 agonist: -13%; EPAC1 antagonist: 11%; PLK1 PBD block: 0%; EPAC2 ag: 2%; WRN helicase inh: 2%; IL2 activator: 0.4; PI5P4Ka inh: 1; CCT modulator: 2.5

How did CC(C)Oc1ccc(S(=O)(=O)N2CCCCC2)cc1NC(=O)CC1OC(=O)c2ccccc21 (stereo not drawn) do in these assays?
EPAC1 agonist: 11%; EPAC1 antagonist: 8%; PLK1 PBD block: -10%; EPAC2 ag: 9%; WRN helicase inh: 6%; IL2 activator: -4.2; PI5P4Ka inh: -3; CCT modulator: -3.2

Results for CN(CC(=O)Nc1ccccc1Br)C(=O)C(Cc1ccccc1)NC(=O)c1ccccc1 (stereo not drawn) ?
EPAC1 agonist: 8%; EPAC1 antagonist: -3%; PLK1 PBD block: 2%; EPAC2 ag: 10%; WRN helicase inh: -7%; IL2 activator: -0.5; PI5P4Ka inh: 1; CCT modulator: 3.0

What do the screens show for `COc1ccc(C(=O)Nc2ccc(NC(=O)c3ccccc3)cc2)cc1S(=O)(=O)N1CCOCC1`?
EPAC1 agonist: -9%; EPAC1 antagonist: -1%; PLK1 PBD block: -1%; EPAC2 ag: -1%; WRN helicase inh: -1%; IL2 activator: 0.9; PI5P4Ka inh: -9; CCT modulator: 3.2

Results for O=C(c1ccccc1)n1c(=O)cc[nH]c1=O ?
EPAC1 agonist: -2%; EPAC1 antagonist: 1%; PLK1 PBD block: -15%; EPAC2 ag: 13%; WRN helicase inh: 0%; IL2 activator: -2.1; PI5P4Ka inh: -4; CCT modulator: 1.4

What do the screens show for `CC(C)c1onc(C(=O)N2CCN(c3ccc(F)cc3)CC2)c1[N+](=O)[O-]`?
EPAC1 agonist: 21%; EPAC1 antagonist: -2%; PLK1 PBD block: -15%; EPAC2 ag: 1%; WRN helicase inh: 0%; IL2 activator: -1.9; PI5P4Ka inh: 1; CCT modulator: -1.2

What do the screens show for `COc1ccc(OC)c(N2C(=O)c3cccnc3C2=O)c1`?
EPAC1 agonist: 6%; EPAC1 antagonist: 27%; PLK1 PBD block: 0%; EPAC2 ag: -8%; WRN helicase inh: -6%; IL2 activator: -1.6; PI5P4Ka inh: 1; CCT modulator: 1.0

How did Cc1ccc(C2c3[nH]c4ccccc4c3C[C@H]3C(=O)N(c4ccccc4C(=O)N4CCC[C@@H]4C(=O)O)C(=O)N23)cc1 (stereo partly drawn) do in these assays?
EPAC1 agonist: 7%; EPAC1 antagonist: -9%; PLK1 PBD block: inconclusive; EPAC2 ag: 2%; WRN helicase inh: 6%; IL2 activator: -0.1; PI5P4Ka inh: 3; CCT modulator: 0.2

How did COc1ccc2c(c1)C(=O)C1(CC2)OC1c1cccnc1 (stereo not drawn) do in these assays?
EPAC1 agonist: 11%; EPAC1 antagonist: 0%; PLK1 PBD block: 0%; EPAC2 ag: 4%; WRN helicase inh: 1%; IL2 activator: -1.3; PI5P4Ka inh: 0; CCT modulator: -0.6

Two neighbouring entries from above, for reference:
How did Cc1ccc(C2c3[nH]c4ccccc4c3C[C@H]3C(=O)N(c4ccccc4C(=O)N4CCC[C@@H]4C(=O)O)C(=O)N23)cc1 (stereo partly drawn) do in these assays?
EPAC1 agonist: 7%; EPAC1 antagonist: -9%; PLK1 PBD block: inconclusive; EPAC2 ag: 2%; WRN helicase inh: 6%; IL2 activator: -0.1; PI5P4Ka inh: 3; CCT modulator: 0.2

How did COc1ccc2c(c1)C(=O)C1(CC2)OC1c1cccnc1 (stereo not drawn) do in these assays?
EPAC1 agonist: 11%; EPAC1 antagonist: 0%; PLK1 PBD block: 0%; EPAC2 ag: 4%; WRN helicase inh: 1%; IL2 activator: -1.3; PI5P4Ka inh: 0; CCT modulator: -0.6
